HIV RNase H inh – HIV-1 RT RNase H inhibitors, primary screen, biochemical, fluorescence | Gag-Pol polyprotein (Human immunodeficiency virus type 1 group M subtype B (isolate … | RT-RNase H RNA/DNA duplex cleavage | inhibition, % at 10 µM | 1.9% of 65,000 active; in the data active means inhibition above about 50%
RmlCD inh mix – RmlC and RmlD coupled enzyme inhibitors, primary screen, biochemical, 384-well, compound mixtures, retest; RmlC/RmlD coupled enzyme inhibition, 384-well mixture HTS; inhibition, % at 5.5 µM; 0.39% of 110,000 active; AID 1532, 2009; in the data active means inhibition above about 30%, passing the limit was not always enough; further: strong numbers were not always called active
* = called active by the depositor.

Results for CC1Cc2ccccc2N1S(=O)(=O)c1cnc[nH]1 (stereo unspecified) ?
HIV RNase H inh: -40; RmlCD inh mix: 3

What do the screens show for `Cc1nn(C(CC(=O)O)C(=O)O)c(C)c1Br` (stereo unspecified)?
RmlCD inh mix: -3

What do the screens show for `CC(C)CC(NC(=O)C(CC(C)C)NC(=O)OC(C)(C)C)C(=O)O` (stereo unspecified)?
HIV RNase H inh: -28; RmlCD inh mix: 11

What do the screens show for `Cc1cc(C(F)(F)F)nc(Nc2nc(C)c3ccccc3n2)n1`?
HIV RNase H inh: -4; RmlCD inh mix: -11

Results for O=C(Nc1ccc2c(c1)OCCO2)C1CCCN(S(=O)(=O)c2cccc3nsnc23)C1 (stereo unspecified) ?
RmlCD inh mix: 1

Results for Cc1ccc2nc(C)cc(Nc3ccc4c(c3)OCCO4)c2c1 ?
RmlCD inh mix: 3

How did Cc1nn(-c2ccccc2)c(C)c1/C=N\N1CCN(c2ccc(Cl)cc2)CC1 do in these assays?
RmlCD inh mix: -16

What do the screens show for `COC(=O)CCC(=O)OC1(C)C(=O)C=C2C=C(C3CC3)N(CCc3ccccn3)C=C2C1=O` (stereo unspecified)?
RmlCD inh mix: 0

What do the screens show for `CC1CC(C)CN(CCCNC(=O)c2ccc(CS(=O)(=O)Cc3ccccc3F)o2)C1` (stereo unspecified)?
HIV RNase H inh: -14; RmlCD inh mix: -1

Results for CCOC(=O)C1=C(c2ccccc2)N=C2SCC(=O)N2C1c1ccc(O)c(OC)c1 (stereo unspecified) ?
RmlCD inh mix: 8

How did CCOC(=O)C1CCN(C(=O)COc2ccc(S(=O)(=O)NC(C)C)cc2Cl)CC1 do in these assays?
HIV RNase H inh: -13; RmlCD inh mix: 6

What do the screens show for `CCCCn1c(SCC(=O)O)nc2ccccc21`?
HIV RNase H inh: -7; RmlCD inh mix: 46

How did CCC(C)N1C(=O)NC(=O)C2(Cc3c(ccc4ccccc34)N(C)C2)C1=O (stereo unspecified) do in these assays?
HIV RNase H inh: -1; RmlCD inh mix: 6

Results for C=CCN(C(=O)Cn1nnc2ccccc21)C(C(=O)NCCOC)c1ccc(OC)cc1OC (stereo unspecified) ?
HIV RNase H inh: -4; RmlCD inh mix: 1

Results for COCCCN1CN(S(=O)(=O)c2ccc(Cl)cc2)c2nc3ccccc3nc21 ?
HIV RNase H inh: -14

Results for Cc1ccccc1NCN1C(=O)C2C3C=CC(C3)C2C1=O (stereo unspecified) ?
HIV RNase H inh: 0; RmlCD inh mix: 12

How did CCOc1ccc(-c2cc(CCCC(=O)NCCCOC)no2)cc1 do in these assays?
HIV RNase H inh: -13; RmlCD inh mix: 8

Results for CCOC(=O)C(NCc1ccco1)(NC(=O)c1ccccc1)C(F)(F)F (stereo unspecified) ?
RmlCD inh mix: -2

What do the screens show for `O=C1c2ccccc2C(O)N1Cc1ccccc1` (stereo unspecified)?
HIV RNase H inh: -14; RmlCD inh mix: 14

What do the screens show for `CN(CC(=O)N1CC=C(c2ccccc2)CC1)S(=O)(=O)c1ccc2c(c1)c(=O)n(C)c(=O)n2C`?
HIV RNase H inh: -32

Results for COc1ccc(CCN(Cc2nc3ccccc3c(=O)[nH]2)C(=O)c2ccco2)cc1 ?
HIV RNase H inh: -1; RmlCD inh mix: 0

How did Cc1cc(O)c(C2(C(F)(F)F)NCCNC2=O)cc1C (stereo unspecified) do in these assays?
HIV RNase H inh: -32; RmlCD inh mix: -4

What do the screens show for `COc1ccc(-c2cn(-c3cccc(C)c3)c(=O)[nH]2)cc1OC`?
RmlCD inh mix: 2

How did COc1cccc(Cn2cccc(NC(=O)NC3CCCCC3)c2=O)c1 do in these assays?
HIV RNase H inh: -6; RmlCD inh mix: 10

How did CCCCCC(=O)N1CC2(CC(c3cccc(NC(=O)COc4ccc(Cl)cc4)c3)=NO2)C[C@@H]1C(N)=O (stereo partly specified) do in these assays?
RmlCD inh mix: 6

What do the screens show for `COc1ccc(CCNC(=O)CN(c2ccccc2OC)S(C)(=O)=O)cc1`?
HIV RNase H inh: -10; RmlCD inh mix: inactive

Results for CCCCNCc1cccn1-c1ccccc1 ?
RmlCD inh mix: 14

How did O=c1cc(CO)oc(CN2CCN(c3ccccc3F)CC2)c1O do in these assays?
HIV RNase H inh: -10; RmlCD inh mix: 1

How did CCC(=O)N1CCc2cc(S(=O)(=O)NCCC(=O)N3CC=C(c4ccccc4)CC3)ccc21 do in these assays?
HIV RNase H inh: -6; RmlCD inh mix: 19

Results for COc1ccc(NC(=O)CSc2n[nH]c(N)n2)c([N+](=O)[O-])c1 ?
RmlCD inh mix: -1

How did O=C(COC(=O)CCC(=O)c1cccs1)Nc1cc(S(=O)(=O)N2CCOCC2)ccc1Cl do in these assays?
RmlCD inh mix: 14

Results for CCOc1ccc(CN(C)CC(=O)c2c(N)n(Cc3ccccc3)c(=O)n(CC)c2=O)cc1OC ?
RmlCD inh mix: -12

Results for Cc1cccc(NC(=S)NNC(=O)c2csc3c2CCC(C)C3)c1 (stereo unspecified) ?
RmlCD inh mix: -18

How did COc1cc(C(=S)N2CCCC2)ccc1OC(=O)c1ccc(Cl)cc1[N+](=O)[O-] do in these assays?
RmlCD inh mix: -4

What do the screens show for `O=C(Nc1ccc(N2CCN(C(=O)c3ccccc3)CC2)cc1)c1ccc(Br)o1`?
HIV RNase H inh: 6; RmlCD inh mix: 6

Results for NC(=O)C1(N2CCCCC2)CCN(C(=O)c2ccccc2)CC1 ?
HIV RNase H inh: -5; RmlCD inh mix: -1

What do the screens show for `CC(=O)c1cccc(NC(=O)Nc2ccc(C(=O)N3CCOCC3)cc2)c1`?
HIV RNase H inh: 2; RmlCD inh mix: -4

How did COc1ccc(/C=N/NC2=NCCCCC2)cc1 do in these assays?
RmlCD inh mix: -10

How did CCCN(CCC)CCCOC(=O)c1ccc(Cl)cc1Cl do in these assays?
RmlCD inh mix: 8

Results for CC(=O)N1CCc2cc(S(=O)(=O)NC(Cc3ccccc3)C(=O)NC3CCCCCC3)ccc21 (stereo unspecified) ?
RmlCD inh mix: 0

What do the screens show for `COc1cccc(C2NC(=O)NC(C)=C2C(=O)Nc2ccc(C)cc2)c1OC` (stereo unspecified)?
HIV RNase H inh: 2; RmlCD inh mix: -11

What do the screens show for `COc1ccccc1CNc1nc2ccccc2n1CCN1CCCCC1`?
HIV RNase H inh: 2; RmlCD inh mix: -13

What do the screens show for `COc1ccc(-c2nc(-c3ccccc3)nc(N3CCN(C)CC3)c2C#N)cc1`?
RmlCD inh mix: -1

Results for CCCNS(=O)(=O)c1ccc(C(=O)NCC2CCCO2)cc1 (stereo unspecified) ?
HIV RNase H inh: -2; RmlCD inh mix: -18

What do the screens show for `N#Cc1c(-c2ccco2)c2c([nH]c1=S)CCCC2`?
HIV RNase H inh: 82*; RmlCD inh mix: -5

Results for CCCCCC(=O)Cc1cc(O)cc2c1C(=O)Oc1cc(O)c(C(=O)O)c(CCCCC)c1O2 ?
RmlCD inh mix: 2

Results for NC(=O)c1ccc2c(=O)n3c(-c4cccs4)csc3nc2c1 ?
RmlCD inh mix: 13

What do the screens show for `CCOC(=O)c1ccc(NC(=O)CC2COc3ccccc3O2)cc1` (stereo unspecified)?
HIV RNase H inh: -12; RmlCD inh mix: 4

Results for Cc1cc(C)cc(NC2=NCC(=O)N2Cc2ccccc2)c1 ?
HIV RNase H inh: -8; RmlCD inh mix: 2

How did Cc1cc2nn(-c3cccc4ccccc34)nc2cc1N do in these assays?
HIV RNase H inh: 67*; RmlCD inh mix: -33

Results for COc1cc(CN2CCN(c3cc(C)ccc3C)CC2)ccc1O ?
HIV RNase H inh: -4; RmlCD inh mix: 20

What do the screens show for `CCN(CC)C(=O)C1CCC(CNS(=O)(=O)c2cccc3cccnc23)CC1` (stereo unspecified)?
HIV RNase H inh: -7; RmlCD inh mix: 4

How did O=C(CCC(=O)N1CCOCC1)Nc1nnc(C2CCCCC2)s1 do in these assays?
RmlCD inh mix: -7

How did Cc1nc(SCC(=O)O)c2oc3ccccc3c2n1 do in these assays?
HIV RNase H inh: 6; RmlCD inh mix: -14

How did CCCn1c(C(C)NC(=O)c2ccccc2)nc2ccccc21 (stereo unspecified) do in these assays?
RmlCD inh mix: 3

What do the screens show for `CCCCn1c(O)c(C=NCCCN(C)C)c(=O)[nH]c1=O`?
HIV RNase H inh: -6; RmlCD inh mix: -1

How did O=C(Nc1ccc2c(c1)nc1n2CCN(C2CCCCC2)C1)c1ccco1 do in these assays?
HIV RNase H inh: 12

How did O=C(CCn1c(=O)sc2ccccc21)Nc1cccnc1 do in these assays?
HIV RNase H inh: -15; RmlCD inh mix: -9

How did CCCCSc1nc(N)c(C#N)c(-c2cccs2)c1C#N do in these assays?
HIV RNase H inh: 0; RmlCD inh mix: -12

How did Nc1sccc1C(=O)c1ccccc1 do in these assays?
HIV RNase H inh: -11; RmlCD inh mix: -10

Results for Cc1ccc(-n2ncc3c(=O)n(-c4ccc(C)c(C)c4)c(C)nc32)cc1 ?
HIV RNase H inh: 4; RmlCD inh mix: 5

What do the screens show for `Cc1cc(C)n(C(=O)CCNC(=O)c2ccccc2Br)n1`?
HIV RNase H inh: -34; RmlCD inh mix: -8

How did COc1cc([C@H]2[C@@H]3CCCC[C@]3(O)CCN2CC(=O)Nc2ccc(C)cc2C)ccc1O do in these assays?
HIV RNase H inh: 1; RmlCD inh mix: -145

Results for O=c1c2oc3ccccc3c2ncn1Cc1ccccc1F ?
HIV RNase H inh: -2; RmlCD inh mix: 6

Results for COc1ccc(/C=N/n2cnnc2SCCO)cc1OC ?
HIV RNase H inh: -22; RmlCD inh mix: 7

What do the screens show for `CCOC(=O)C(CCCOc1cccc(CC)c1)C(=O)OCC`?
RmlCD inh mix: -15

Results for Cc1cccc(C)c1OCC(O)CNS(=O)(=O)c1ccccc1C(=O)N1CCCCC1 (stereo unspecified) ?
HIV RNase H inh: -4; RmlCD inh mix: 7

What do the screens show for `Cc1cc(C)nc(NC(=O)C(c2ccccc2)c2ccccc2)n1`?
RmlCD inh mix: 3

How did CN(Cc1ccccc1)S(=O)(=O)c1ccc(C(=O)Nc2nnc(C3CC3)o2)cc1 do in these assays?
HIV RNase H inh: 27; RmlCD inh mix: -11

Results for Cc1ccc(-c2nc3cccnc3s2)cc1NC(=O)c1ccco1 ?
HIV RNase H inh: -10; RmlCD inh mix: 3

What do the screens show for `O/N=C1\CC(O)Cc2nonc21` (stereo unspecified)?
HIV RNase H inh: -8; RmlCD inh mix: -2

What do the screens show for `COc1ccc(S(=O)(=O)Nc2ccc3c(c2)OCO3)cc1Cl`?
HIV RNase H inh: -16

Results for CC(C)(C)c1csc(NC(=O)Cn2c(=O)oc3ccccc32)n1 ?
HIV RNase H inh: 88*; RmlCD inh mix: 10

How did CCCN1CCN(c2ncnc3c2nnn3Cc2ccccc2)CC1 do in these assays?
HIV RNase H inh: -7

What do the screens show for `CN(C)/C=C1/Sc2ccccc2C1=O`?
HIV RNase H inh: 3; RmlCD inh mix: 4

How did CCOP(=O)(OCC)C(NC(=O)C(C)C)C(Cl)(Cl)Cl (stereo unspecified) do in these assays?
RmlCD inh mix: -8

How did O=C(c1ccccc1)c1ccc2nc(N3CCN(C(=O)c4ccco4)CC3)c3nncn3c2c1 do in these assays?
HIV RNase H inh: -18; RmlCD inh mix: 11

What do the screens show for `CCOC(=O)C1CCCN(C(=O)c2cc(-c3ccc(C)cc3)on2)C1` (stereo unspecified)?
HIV RNase H inh: -3; RmlCD inh mix: 3

Results for COc1ccccc1CNc1ccc(N2CCOCC2)c(C(=O)O)c1 ?
HIV RNase H inh: 1; RmlCD inh mix: 0

What do the screens show for `CC(C)(C)n1nnnc1C(c1cccs1)N(Cc1ccccc1)Cc1ccco1` (stereo unspecified)?
HIV RNase H inh: 7; RmlCD inh mix: 1

How did CCOC(=O)c1nnc(-c2cccs2)nc1Oc1ccc(Cl)cc1 do in these assays?
RmlCD inh mix: 5

What do the screens show for `O=C(CSc1ccc(Cl)cc1)OCc1nnc(-c2ccccc2)o1`?
HIV RNase H inh: -24; RmlCD inh mix: 2

Results for CCN1CCN(C(=O)C2c3cc(OC)c(OC)cc3C(=O)N(C)C2c2ccc(SC)cc2)CC1 (stereo unspecified) ?
RmlCD inh mix: 11

Filtered by structure, those above with a furan ring, fused or not
What do the screens show for `CC1CC(C)CN(CCCNC(=O)c2ccc(CS(=O)(=O)Cc3ccccc3F)o2)C1` (stereo unspecified)?
HIV RNase H inh: -14; RmlCD inh mix: -1

Results for CCOC(=O)C(NCc1ccco1)(NC(=O)c1ccccc1)C(F)(F)F (stereo unspecified) ?
RmlCD inh mix: -2

Results for COc1ccc(CCN(Cc2nc3ccccc3c(=O)[nH]2)C(=O)c2ccco2)cc1 ?
HIV RNase H inh: -1; RmlCD inh mix: 0

What do the screens show for `O=C(Nc1ccc(N2CCN(C(=O)c3ccccc3)CC2)cc1)c1ccc(Br)o1`?
HIV RNase H inh: 6; RmlCD inh mix: 6

What do the screens show for `N#Cc1c(-c2ccco2)c2c([nH]c1=S)CCCC2`?
HIV RNase H inh: 82*; RmlCD inh mix: -5

How did Cc1nc(SCC(=O)O)c2oc3ccccc3c2n1 do in these assays?
HIV RNase H inh: 6; RmlCD inh mix: -14

How did O=C(Nc1ccc2c(c1)nc1n2CCN(C2CCCCC2)C1)c1ccco1 do in these assays?
HIV RNase H inh: 12

Results for O=c1c2oc3ccccc3c2ncn1Cc1ccccc1F ?
HIV RNase H inh: -2; RmlCD inh mix: 6

Results for Cc1ccc(-c2nc3cccnc3s2)cc1NC(=O)c1ccco1 ?
HIV RNase H inh: -10; RmlCD inh mix: 3

How did O=C(c1ccccc1)c1ccc2nc(N3CCN(C(=O)c4ccco4)CC3)c3nncn3c2c1 do in these assays?
HIV RNase H inh: -18; RmlCD inh mix: 11

What do the screens show for `CC(C)(C)n1nnnc1C(c1cccs1)N(Cc1ccccc1)Cc1ccco1` (stereo unspecified)?
HIV RNase H inh: 7; RmlCD inh mix: 1

Screening results (PubChem)

This is a subset, so the mix of outcomes need not match the whole.
